TEAD-YAP block – TEAD-YAP interaction inhibition. inhibition, % at 9.12 µM. actives 1.4% (n = 640,000). HEK-TIYL cells, TEAD-Gal4/YAP UAS-luciferase luminescence; in the data active = inhibition above about 32%;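 also: 0% = median of test compound wells and 100% = reference inhibitor wells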
GPR151 ag – activates the human receptor GPR151; Q8TDV0; activation, % at 11.2 µM; AID 1508602; actives 1% (n = 650,000); PathHunter beta-arrestin GPR151 cells, luminescence; in the data active = activation above about 4.9%;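 also: 0% = median of compound wells and 100% = cells with positive control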
MITF primary – inhibitors of human MITF; AID 1259374; AlphaScreen MITF homodimerization, bead proximity signal; actives 0.91% (n = 650,000); inhibition, % at 2.6 µM; in the data active = inhibition above about 50%;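 also: 0% = vehicle wells with protein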
FBW7 act – activators of human E3 ligase FBW7; Q969H0; AlphaScreen FBW7–phospho-cyclin E peptide binding, activator screen; normalized activity (activation), % at 26.1 µM; actives 0.13% (n = 650,000); AID 1259310; in the data active = normalized activity above about 1.9%;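 also: purified mutant Fbw7 with reduced substrate affinity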
Target sequence (Q969H0 whole entry, looked up): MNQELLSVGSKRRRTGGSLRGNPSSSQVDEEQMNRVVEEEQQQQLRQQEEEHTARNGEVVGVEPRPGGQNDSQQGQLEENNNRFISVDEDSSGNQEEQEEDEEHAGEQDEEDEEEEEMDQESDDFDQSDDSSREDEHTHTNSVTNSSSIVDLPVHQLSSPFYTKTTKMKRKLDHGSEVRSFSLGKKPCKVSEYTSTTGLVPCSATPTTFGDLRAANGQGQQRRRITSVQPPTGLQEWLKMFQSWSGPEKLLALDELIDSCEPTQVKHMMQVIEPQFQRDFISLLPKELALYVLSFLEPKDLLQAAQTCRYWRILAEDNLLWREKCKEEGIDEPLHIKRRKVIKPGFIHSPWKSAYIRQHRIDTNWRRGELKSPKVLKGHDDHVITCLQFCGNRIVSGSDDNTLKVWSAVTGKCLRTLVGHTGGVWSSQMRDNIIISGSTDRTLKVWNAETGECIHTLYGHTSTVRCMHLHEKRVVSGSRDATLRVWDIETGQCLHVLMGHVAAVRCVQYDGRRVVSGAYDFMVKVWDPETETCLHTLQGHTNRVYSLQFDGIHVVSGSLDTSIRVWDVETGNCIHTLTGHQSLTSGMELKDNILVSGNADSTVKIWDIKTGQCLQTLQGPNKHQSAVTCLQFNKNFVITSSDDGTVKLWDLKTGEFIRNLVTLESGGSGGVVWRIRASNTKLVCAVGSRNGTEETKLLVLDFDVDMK
An asterisk follows results filed as active. An unsorted share of the library; any-hit rate near 3.4%.

SMILES	TEAD-YAP block	GPR151 ag	MITF primary	FBW7 act
Nc1nnc(CCOc2ccccc2Cl)s1	-13.8	0.3	-11.9	-0.3
O=C(Cn1cnc2sc3c(c2c1=O)CCCC3)NCCCC(=O)N1CCN(Cc2ccccc2)CC1	6.0	1.6	12.3	0.0
CCOC(=O)C1=C(C)N=c2s/c(=C\c3cccnc3)c(=O)n2C1c1cccc(OC)c1 (stereo not given)	-6.9	0.1	-7.3	0.2
Cc1cc(NC(=O)CN2CC(=O)Nc3ccccc32)ccc1Br	1.0	2.8	-1.1	0.0
CCN(CC)C(=O)Cn1cc(S(=O)(=O)CC#N)c2ccccc21	3.7	0.0	-11.7	0.1
O=C1CC(n2nnc3ccccc32)C2COC1O2 (stereo not given)	-6.3	0.7	11.2	0.1
COc1cccc2cc(CC(=O)O)oc12	1.6	1.2	6.8	-0.1
CCOC(=O)c1sc2ncnc(NC3CCN(Cc4ccccc4)CC3)c2c1C	-2.9	-1.2	4.0	-0.1
CC1(C)Oc2ccc(C(=O)N3CCCCC3)cc2N(CC(=O)N2CCCC2)C1=O	-7.1	-0.9	4.1	0.0
O=[N+]([O-])c1cccnc1NCC1COc2ccccc2O1 (stereo not given)	-46.6	-0.5	18.2	0.2
Cn1cnc([N+](=O)[O-])c1NCC(=O)O	-2.6	-1.5	-10.9	-0.1
O=C(CSc1nnnn1-c1ccccc1)N1c2ccccc2CCc2ccccc21	-1.4	-0.8	10.0	0.4
CCOC(=O)CC1C(=O)NCCN1C(=O)c1cc2c(=O)n3cccc(C)c3nc2s1 (stereo not given)	9.3	2.3	-5.7	-0.1
COc1ccc(NC(=O)CSc2c(C)nn(-c3nnc(C)c(=O)[nH]3)c2C)cc1	16.3	-0.3	-1.9	-0.7
CCC12CN3CC(CC)(CN(C1)C3c1ccccc1)C2=O (stereo not given)	7.9	-0.8	4.7	0.9
CC(=O)c1ccc(N2CCN(c3ncnc(N)c3[N+](=O)[O-])CC2)cc1	12.2	-0.7	9.9	0.0
C=CCNC(=O)/C=C/c1ccc(C(C)C)cc1	-55.8	-1.4	-5.7	0.0
COc1ccc(CNC(=O)CN(c2cc(C)cc(C)c2)S(C)(=O)=O)cc1	-0.2	0.4	3.8	0.0
COc1ccc(CCN2CCC(N(CC3CC3)C(=O)c3ccco3)CC2)cc1	5.7	0.2	-11.2	-0.2
CN(C)c1ccc(/C=C/c2nc3ccccc3c(=O)n2-c2ccc([N+](=O)[O-])cc2)cc1	6.3	-1.2	1.6	-0.2
COc1ccc(CCNC(=O)c2ccnc(-c3ccc(C(=O)N4CCN(C)CC4)cc3)c2)cc1	2.9	0.6	18.2	0.3
Cc1c(C(=O)Nc2ccccc2)oc2ccc(F)cc12	-48.0	-3.0	13.4	0.2
COC(=O)C1=C(C)NC(=S)NC1c1ccc2c(c1)OCO2 (stereo not given)	-1.8	-0.2	1.9	0.0
O=C(COC(=O)c1ccc2nc(-c3ccccc3)c(-c3ccccc3)nc2c1)c1cccc([N+](=O)[O-])c1	3.2	-0.9	10.5	-0.1
CN(Cc1cccc(NC(=O)C2CC2)c1)C(=O)Nc1ccc(-c2cn[nH]c2)cc1	-26.3	-0.4	13.4	1.1
COc1cccc(-c2cn3nc(C)c(C)nc3n2)c1	-2.3	-7.4	6.9	0.1
CCN(c1ccccc1)S(=O)(=O)c1ccc(F)cc1C	-5.5	0.7	3.4	-0.1
O=[N+]([O-])c1cc(NC2OC(CO)C(O)C(O)C2O)cc(Oc2ccc(F)cc2)c1 (stereo not given)	-2.4	0.2	17.0	0.5
Cc1cc2oc(=O)cc(CSc3cccc[n+]3[O-])c2cc1C	-2.1	-2.8	4.8	0.1
O=C1NC(=O)C(=Cc2ccc(OS(=O)(=O)c3ccc([N+](=O)[O-])cc3)cc2)C(=O)N1	17.6	-1.4	9.2	0.0

6 entries already listed, sorted by SMILES length, descending:
SMILES	TEAD-YAP block	GPR151 ag	MITF primary	FBW7 act
O=C(COC(=O)c1ccc2nc(-c3ccccc3)c(-c3ccccc3)nc2c1)c1cccc([N+](=O)[O-])c1	3.2	-0.9	10.5	-0.1
COc1ccc(CCNC(=O)c2ccnc(-c3ccc(C(=O)N4CCN(C)CC4)cc3)c2)cc1	2.9	0.6	18.2	0.3
Cc1cc2oc(=O)cc(CSc3cccc[n+]3[O-])c2cc1C	-2.1	-2.8	4.8	0.1
CCN(c1ccccc1)S(=O)(=O)c1ccc(F)cc1C	-5.5	0.7	3.4	-0.1
Cc1c(C(=O)Nc2ccccc2)oc2ccc(F)cc12	-48.0	-3.0	13.4	0.2
Nc1nnc(CCOc2ccccc2Cl)s1	-13.8	0.3	-11.9	-0.3

The results go on.
SMILES	TEAD-YAP block	GPR151 ag	MITF primary	FBW7 act
Cc1cc2c(c(-c3nc4ccccc4s3)c1)OC(CNC(=O)Cn1nc(C)nc1C)C2 (stereo not given)	9.9	-0.1	-0.1	0.1
COc1ccc(Cl)cc1NC(=O)CN1CCC(n2nnc3ccccc32)CC1	-23.0	5.3*	14.4	-0.1
O=C1CC(c2noc(-c3cccs3)n2)CN1Cc1ccccc1 (stereo not given)	5.3	1.9	-4.6	-0.1
O=C(Nc1ccc(C(=O)O)cc1)Nc1ccc(Cl)c(Cl)c1	-0.1	-1.3	10.4	0.1
O=C(CCNS(=O)(=O)c1ccc(F)cc1)N1CCCC1	0.7	-1.2	10.9	-0.1
Cc1ccc(C(=O)Nc2sc(C(=O)OC(C)C)c(C)c2C(N)=O)o1	-5.1	0.3	14.8	0.0
COc1cc(OC)cc(C(=O)N2CCC(N3CCCC3)CC2)c1	0.8	-0.5	44.9	0.1
CCc1nc(SCc2ccccn2)[nH]c(=O)c1C	3.1	-0.2	-4.0	-0.1
COc1cccc(N2CCN(C(c3ccccn3)c3nnnn3C(C)(C)C)CC2)c1 (stereo not given)	4.6	0.0	5.8	0.2
O=C(CCN1N=C(c2ccccc2)CCC1=O)NCc1ccc(F)cc1	-7.9	-0.9	10.2	1.1
CCOc1ccccc1NC(=O)C1CCCN(c2nc(-c3ccc(OC)cc3)no2)C1 (stereo not given)	-0.8	-2.8	-0.6	-0.1
O=C1NC(=S)N/C1=C/c1cccc(I)c1	0.6	-0.1	2.7	-0.1
COC(=O)C(CC(C)C)NC(=O)CNC(=O)c1ccccc1C (stereo not given)	-3.6	0.0	13.0	0.0
C/C(=N\NC(=O)c1cccs1)c1ccc(Cl)cc1Cl	-13.4	1.6	3.0	-0.1
CN(C)S(=O)(=O)c1ccc(S(=O)(=O)NC2CCOC(C)(C)C2)cc1 (stereo not given)	-4.3	-0.8	32.5	-0.3
CCOc1cc(/C=C2/C(=O)NC(=O)N(c3cccc(Cl)c3)C2=O)ccc1OCC(=O)O	5.3	2.8	-4.1	0.1
CSc1ccccc1N1C(=O)[C@@H]2C[C@H]1CN2C(=O)Cc1c(C)nn(-c2ccccc2)c1C	23.3	-0.2	12.0	0.1
COCc1cc(C)nc2sc(C(=O)NCc3ccccc3)c(N)c12	-3.3	1.5	-1.4	0.1
O=C1ON=C(c2ccccc2)/C1=C/c1cccnc1	-4.6	-1.3	2.3	0.1
CCOC(=O)c1cnc2c(C)c(Cl)ccc2c1Nc1ccc(C(=O)OC)cc1	5.2	1.8	18.0	-0.1
COc1cc(Nc2cc(C)nc(-c3c(C)noc3C)n2)cc(OC)c1OC	10.2	0.2	5.4	0.1
CCC(C)N1C(=O)C2C(C(=O)Nc3ccc(C(C)C)cc3)C3C=CC2(O3)C1C(=O)NC1CCCC(C)C1C (stereo not given)	3.5	1.5	7.5	0.1
N#CCC(=O)NN=C1CCCCCCC1	-12.0	-0.9	-1.4	-0.1
CN(C)c1ccc(C=C2C(=O)NC(=O)NC2=O)o1	-1.3	1.7	20.7	0.0
Cc1noc(C)c1-c1nc(NCCc2ccc(O)cc2)c2ncn(C3CCCCC3)c2n1	-8.6	0.7	0.0	-0.1
CCOC(=O)c1cnn(-c2ccccc2Cl)c1CNCc1c(C)nn(C)c1C	-2.0	-1.3	-26.1	-0.1
O=C(CSc1nc2cc(C(=O)N3CCOCC3)ccc2c(=O)n1CCc1ccccc1)c1ccccc1	3.2	-0.9	20.5	0.0
CCN(CC)C(=O)c1c(-c2ccccc2)csc1NC(C)=O	-2.3	2.1	5.8	0.1
O=C(Nc1ccc(Oc2cc3ccccc3cc2Cl)c(Cl)c1)c1cc(Br)cc(Br)c1O	14.1	3.2	18.2	0.0
Cc1ccc(C)c(C(=O)CSc2nc(C)cc(C)n2)c1	-3.5	0.6	-15.3	0.1
Cc1cc(C)c(NC(=O)CCS(=O)(=O)c2ccc3c(c2)OCC(=O)N3)c(C)c1	-5.3	0.0	11.6	0.6
CCC(Sc1nnc(-c2ccccc2)c(-c2ccccc2)n1)C(=O)Nc1cccc(C)c1 (stereo not given)	-1.5	1.7	2.9	0.1
CC(SCC(=O)Nc1ccccc1)c1nc2ccccc2c(=O)[nH]1 (stereo not given)	12.5	0.0	15.0	0.2
Cc1cccc(NC(=O)CC2Nc3ccccc3NC2=O)c1C (stereo not given)	9.9	2.6	-3.1	0.0
CC(=O)c1cccc(-c2cc(NCc3cccc(C(F)(F)F)c3)nc(N)n2)c1	-4.5	-0.1	18.8	0.5
CCOc1ccc(C(=O)C(c2ccccc2)N2CCOCC2)cc1 (stereo not given)	-0.1	0.6	-2.4	-0.3
Oc1ccc(/C=N/Nc2cc(N3CCOCC3)ncn2)cc1	1.5	-1.0	11.8	0.0
CS(=O)(=O)N(CC(=O)Nc1cccnc1)c1ccccc1Br	4.8	0.2	19.9	-0.1
COc1ccc(-c2csc(N3CCC(C)CC3)n2)cc1	-61.1	1.4	13.8	0.3
CCC(=O)Nc1cc(CNC(=O)C2CCCN(c3ccccn3)C2)cc(C(=O)OC)c1 (stereo not given)	12.9	-0.3	6.2	0.0
O=C(NC1CCS(=O)(=O)C1)c1cccc(S(=O)(=O)N2CCOCC2)c1 (stereo not given)	6.3	-1.5	9.6	-0.1
Nc1ccc(Br)cc1C(NCC(=O)O)c1ccccc1 (stereo not given)	-6.2	-0.8	14.2	0.1
CC(=O)c1cccc(NC(=O)COc2ccccc2C)c1	-22.2	-0.5	-3.4	-0.1
CCOC(=O)CSc1nc2cc(C(=O)Nc3cccc(Cl)c3)ccc2c(=O)n1CCc1ccccc1	0.7	0.6	15.6	-0.1
Cc1cccc(CN2CCC(n3nccc3NC(=O)C(C)(C)C)CC2)c1	5.4	-0.4	3.1	0.1
O=c1[nH]c2nc(/C=C/CCCO)cnc2n1Cc1cccnc1	-4.3	-0.7	9.9	0.0
CC(=O)N(c1ccc(F)cc1)c1nc(-c2cc3ccccc3oc2=O)cs1	-12.5	0.6	-1.2	-0.1
CC1=C(C(=O)Nc2ccc(Cl)cc2)C(c2ccccc2Cl)C(C#N)=C(SCC(=O)c2ccc(C)cc2)N1 (stereo not given)	3.4	2.1	1.4	0.0
Clc1ccc2c(c1)C1C=CCC1C(c1ccccc1)N2 (stereo not given)	22.7	-0.5	-8.3	-0.2
CC1=C(C(=O)OC2CCCCC2)C(c2cccc(O)c2)C2=C(CCCC2=O)N1 (stereo not given)	15.9	0.0	-5.8	0.1

Later entries
SMILES	TEAD-YAP block	GPR151 ag	MITF primary	FBW7 act
Cn1c(=O)c2c(nc(Br)n2CC(O)CO)n(C)c1=O (stereo not given)	-2.7	3.2	-1.5	0.0
O=C(COC(=O)C1CCC(=O)N1)Nc1ccc(Oc2ccccc2)cc1 (stereo not given)	4.8	0.8	-0.7	0.2
CCOc1cc(C2CC(=O)NC(SCc3cccc4ccccc34)=C2C#N)ccc1O (stereo not given)	0.6	0.9	1.9	0.1
Cc1ccccc1CN1C2=NCCCN2c2ccccc21	13.9	-1.2	4.6	-0.1
COc1cccc(C2CC(c3ccc(Br)cc3)=NN2S(C)(=O)=O)c1OC (stereo not given)	-1.4	0.0	8.2	-0.1
O=C1N[C@@H](Cc2ccc(Cl)cc2)C(=O)N2CCN(Cc3cccc(F)c3)C[C@H]12	-10.7	-0.2	-10.7	0.0
O=C(COc1ccc2ccccc2c1)OCC(=O)c1ccccc1	-3.5	-2.4	-5.0	0.2
O=C(/C=C\c1ccco1)Nc1c2c(nn1-c1ccc([N+](=O)[O-])cc1)CSC2	-10.4	3.2	-1.2	-0.1
Cc1ccccc1NC(=O)CN1CC(=O)N(CC(=O)Nc2ccccc2C)CC1=O	2.2	2.3	-4.7	0.0
CCN1C(=O)N(CC)C2SC(N)=NNC21 (stereo not given)	-14.0	-0.3	-3.3	0.0
CS(=O)(=O)N(CC(=O)N1CCN(Cc2ccccc2)CC1)c1ccccc1	9.7	-1.2	10.5	0.0
CC(CCc1ccccc1)NC(=O)CSc1nc(N)cc(N)n1 (stereo not given)	0.0	1.4	-4.2	0.1

Complete entries from above. Values in the order: TEAD-YAP block | GPR151 ag | MITF primary | FBW7 act
`O=C(COc1ccc2ccccc2c1)OCC(=O)c1ccccc1` as listed: -3.5 | -2.4 | -5.0 | 0.2
`CS(=O)(=O)N(CC(=O)N1CCN(Cc2ccccc2)CC1)c1ccccc1` as listed: 9.7 | -1.2 | 10.5 | 0.0
`COc1cccc(C2CC(c3ccc(Br)cc3)=NN2S(C)(=O)=O)c1OC` (stereo not given) as listed: -1.4 | 0.0 | 8.2 | -0.1
